Bioassay records deposited in PubChem BioAssay by National Center for Advancing Translational Sciences (NCATS).
Pf Dd2 inh – blocks in vitro growth of P. falciparum Dd2; P. falciparum Dd2 growth, SYBR Green, 72 h; Potency, µM (top dose mostly 28.9 µM), without a hit: top-dose activity, negative = inhibition, most hits filed as inhibitors; 4.3% of 120,000 active; AID 1347417; active means well fitted inhibition curve with a large enough effect; inconclusive means small, poorly fitted or top-dose-only effect; inactive means no such curve, though single readings can be large or run the other way;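 further: plate controls were DMSO vehicle for no effect and reference drug for full effect; nearly all actives have a fitted effect of over 65% in size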
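Infected erythrocytes (Dd2, 0.3% parasitemia, 2.5% hematocrit final) are added to compound in RPMI-1640/Albumax II medium, grown 72 h at 37C in low oxygen, then lysed with saponin/Triton-X containing SYBR Green and read by fluorescence.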
The depositor's hits bear a star; i = inactive; ? = inconclusive; [ ] = dose if it differs, or a comment. Potency means the concentration at half of the fitted maximal effect. Not all compounds are listed; the hit share may differ from the screen's.

mol	Pf Dd2 inh
CN1CC(=O)N(C2CCNCC2)Cc2c(NC3CCCCC3O)ncnc21 (configuration not stated)	-3%
COC(=O)[C@@H]1Cc2ncn(Cc3ccc(Cl)cc3)c2CN1Cc1cccc(C#N)c1	11µM*
COc1cccc(C(=O)N2CCC(n3cc(-c4nc(C)no4)nn3)CC2)c1	49%[activator]
COc1ccc(CN2CCCC3(Cc4ccccc4CNC3=O)C2)cc1 (configuration not stated)	?
CCOc1ccc(CC(=O)N2CCC3(CC2)N=C(c2ccccc2)NO3)cc1	i
Cc1ccc2oc(=O)c3cnn(CC(=O)N(C)c4ccc(F)cc4)c3c2c1	10%
Cc1ccc(-n2ncc3c(=O)n(Cc4cccc(C(F)(F)F)c4)cnc32)cc1C	9%
CN(C)C(=O)c1ccc(-c2ncc3c(n2)OCCN(CC2CC2)C3=O)cc1	i
Cc1cc(C(=O)N2CC(c3nnc(C(C)C)o3)C3(CCOCC3)C2)n(C)n1 (configuration not stated)	7%
CCOC(=O)c1cccc(NC(=O)C2CCN(S(=O)(=O)c3c(C)noc3/C=C/c3ccc(C)cc3)CC2)c1	?
O=C(C1CCC(Cn2c(=O)c3sccc3n(Cc3ccccc3F)c2=O)CC1)N1CCCCC1 (configuration not stated)	-2%
CC(C)N1CCN(C2CCOC3(CCN(C(=O)COc4ccccc4)CC3)C2)CC1 (configuration not stated)	-21%
Cn1nccc1OCc1cn2c(=O)n(C)cc(-c3cccc(OCc4ccccc4)c3)c2n1	?
CN1CC(=O)N(c2ccccc2)Cc2c(NC3CCCC3)ncnc21	-27%[44.1 µM]
COc1ccc(-c2ccc(C(=O)NCCCn3ccnc3C(C)C)cn2)cc1	i
NCc1cccc(-c2ccc(OC(F)(F)F)cc2)c1	?
CCN1CCCN(S(C)(=O)=O)CC12CCOCC2	12%
Cn1cc(-c2cccc(COc3ccc4c(cnn4CC[S+](C)(=O)[O-])c3)c2)cn1	?
CC(=O)N1CC2(CCN(Cc3c[nH]c4ccccc34)CC2)Cc2ccccc21	?
CC(C)c1noc(CN2CCCC(c3nccn3Cc3ccccc3)C2)n1 (configuration not stated)	i
CCNC(=O)c1c(C)oc2c1CN(C(=O)CC)CC2	?
COc1ccc(NC(=O)c2sc3nc(C)c(C(=O)Nc4ccc(C)cc4C)c(-c4sccc4C)c3c2N)cc1	3.2µM*
Cc1cc2c(cc3c(SCc4nc(-c5ccccc5)oc4C)nnc(C)n32)o1	?
Cn1nc(C2CCN(C(=O)COc3ccc(F)cc3)CC2)c2c1CCOC2	i[5.79 µM]
COc1ccc2[nH]cc(CCNC(=O)c3ccc(N4CC5CC(C4)[C@H]4CCCC(=O)N4C5)nc3)c2c1 (some centres not stated)	?
COc1cccc(C(=O)Nc2cccc(NC(=O)c3ccc(Cl)cc3Cl)c2)c1	30%
Cc1cn2nc(C(=O)N3CCC(NC(=O)c4ccc5ccccc5n4)CC3)cc2c(=O)[nH]1	?
CCCN(CCC)C(=O)Cn1c(=O)n(-c2ccc(Cl)c(Cl)c2)c(=O)c2c(C)c(C(=O)N(C)C)sc21	-13%
CCNc1ncc(C(=O)N[C@H](c2cnn(C)c2)C2CC(O)C2)cn1 (some centres not stated)	-13%
COc1cc2c(cc1OC1CCCC1)NC(=O)C21CCN(c2cnccn2)CC1	?

Four of the compounds above, with each value named.
Molecule: CCN1CCCN(S(C)(=O)=O)CC12CCOCC2
- Pf Dd2 inh: 12%
Molecule: Cn1cc(-c2cccc(COc3ccc4c(cnn4CC[S+](C)(=O)[O-])c3)c2)cn1
- Pf Dd2 inh: ?
Molecule: CC(=O)N1CC2(CCN(Cc3c[nH]c4ccccc34)CC2)Cc2ccccc21
- Pf Dd2 inh: ?
Molecule: CC(C)c1noc(CN2CCCC(c3nccn3Cc3ccccc3)C2)n1 (configuration not stated)
- Pf Dd2 inh: i

Continuation.
mol	Pf Dd2 inh
CC(C)(C)c1ccc(-c2cc(C[C@H]3CNCC[C@H]3CC(=O)NCc3ccc(F)cc3)no2)cc1	-3%
COc1ccc(NC(=O)c2ccco2)cc1NC(=O)COc1cc(C)cc(C)c1	?
COc1ccc(OC)c(S(=O)(=O)N2CCCCCCNC(=O)CC2)c1	?
Clc1ccc(-c2cnc([C@@H]3COCCN3)[nH]2)cc1	?
O=C(NCc1cccs1)c1cc(C2CC2)nc2onc(C3CCCNC3)c12 (configuration not stated)	?
C=C[C@H]1CN2CC[C@H]1C[C@@H]2CNCc1cccc(Cl)c1	?
CNc1ncc(C(=O)N2CCCC(CCc3ccc(F)cc3)C2)cn1 (configuration not stated)	?
CCNC(=O)N(C1CC1)C1CCOC2(CCN(C(=O)c3ocnc3C)CC2)C1 (configuration not stated)	7%
CN1CCCCCCN(C(=O)c2ccc3ccccc3n2)[C@H]2CCC[C@H]2C1=O	6.3µM*
Cc1ncccc1C(=O)N1CC(Oc2ccc(-c3nc(-c4ccccc4)no3)cc2)C1	-25%[5.79 µM]
CC(=O)Nc1ccc(CN2CCC3(Cc4ccccc4NC3=O)C2)cc1 (configuration not stated)	i
CN1CCN(c2nc3c(c(=O)[nH]2)CCN(Cc2cccc(Cl)c2F)CC3)CC1	i[5.79 µM]
Cc1ccc2c(n1)N(C)[C@H](CO)CCN(Cc1cccnc1)C2	-3%[44.1 µM]
CN1CCN(c2cnn(CCC(N)=O)c(=O)c2)CC1	5%
Cc1cc(C)c2c(CC(=O)N(Cc3ccc(Cl)cc3)Cc3ccco3)coc2c1	-19%
Cc1cc(CN2CCC3(CC2)CCN(C(=O)c2ccccn2)CC3CO)on1 (configuration not stated)	-10%
COc1ccc(NC(=O)N[C@H]2C[C@@H](c3nc(-c4ccc(F)cc4)no3)N(C)C2)cc1	i
O=C(Nc1ccc(C(F)(F)F)cc1)N1CCC(n2cnnc2C2CC2)C1 (configuration not stated)	?
COc1ccc(C2Cn3cnc(C(=O)N4CCC(C(=O)Nc5ccccc5F)CC4)c3CO2)cc1 (configuration not stated)	11µM*
CC(C)CN(C1CCOCC1)C1CN(S(=O)(=O)c2cn(C)cn2)C1	-8%
CC(C)c1nnc(NC(=O)c2nc(S(=O)(=O)Cc3ccccc3)ncc2Cl)s1	-18%
Cc1ccc(-c2nnn(CC(=O)N(CC(=O)NCCC(C)C)c3ccc(F)cc3)n2)cc1	-7%
COc1ccc(Cl)cc1NC(=O)Cn1c(=O)n(-c2ccc(C)cc2)c(=O)c2ccc(C(=O)NCc3ccccc3Cl)cc21	?
Cc1ccc(NC(=O)N2CCC(n3cnnc3C3CC3)C2)cc1C (configuration not stated)	i
Cc1noc(C)c1S(=O)(=O)NCC1(COc2cnccn2)C[C@@H](O)[C@@H](O)C1 (some centres not stated)	11%[44.1 µM]
Cc1onc(C(=O)NC2CCc3n[nH]c(=O)n3CC2)c1COc1ccccc1 (configuration not stated)	-13%
Cc1ccc(C)c(NC(=O)CCc2c(C)n(C)c3cc(-c4ccccc4C)nn3c2=O)c1	?
Cc1ccc(C(=O)N2CCc3nnc([C@@H]4C[C@@H](O)CN4C(C)C)n3CC2)cn1	i
Cc1ccccc1-c1noc(-c2cccnc2N(C)Cc2ccc(Cl)cc2)n1	i
CCNC(=O)NC1CC(=O)N(Cc2ccccc2C(F)(F)F)C1 (configuration not stated)	-12%
COc1ccc(N(CC(=O)N2CCN(c3ccc(F)cc3)CC2)S(=O)(=O)c2c(C)n[nH]c2C)cc1	?
Cc1ccc(NC(=O)C(=O)NCC(c2cccnc2)N2CCN(Cc3ccccc3)CC2)cc1C (configuration not stated)	5.6µM*
CCc1nc2c(c(-c3ccc(Cl)cc3)n1)CN(C(=O)c1ccc(C)cc1)CC2	?
Cc1cccc(Cn2c(COc3ccc(Cl)cc3)nc3ccccc32)c1	26%
O=C(Cn1c(-c2cccs2)cc2cc(F)ccc21)NCCCN1CCN(c2ccc(F)cc2)CC1	6.3µM*
CCOC(=O)CCNC(=O)N1CCc2c(nc(-c3ccccc3)[nH]c2=O)C1	i
CC1C=CC(C)N1c1ncnc2c1CN(C1CCCNCC1)C(=O)CN2C (configuration not stated)	-18%
Cn1cnc2cc(-c3ccc(F)cc3)cc(C(=O)NCCCn3ccnc3)c21	-3%[44.1 µM]
O=C(Nc1cccc(C(F)(F)F)c1)C1CCCN(S(=O)(=O)c2cccc3nonc23)C1 (configuration not stated)	32%[activator]
CCOC(=O)c1c(S(=O)(=O)N2CCCC(C(=O)NCc3ccccc3OC)C2)c(C)n(C)c1C (configuration not stated)	i
CC1=C[C@@H](CNC2CC2)[C@H](C(C)C)C[C@H]1Cc1nnc(-c2ccc(C)cc2)o1	?
O=C(NCC(c1cccnc1)N1CCc2ccccc2C1)C(=O)Nc1ccc(F)cc1F (configuration not stated)	?
O=C(Nc1cccnc1)c1nc2c(o1)CCN(Cc1cccs1)CC2	-9%[44.1 µM]
Cc1oc2c(c1C(=O)NC(C)c1ccco1)CN(Cc1ccc(F)cc1)CC2 (configuration not stated)	?
COc1ccc(Nc2c3c(nc4ccc(NC(=O)/C=C/c5cc(OC)c(OC)c(OC)c5)cc24)CCCC3)cc1OC	2.5µM*
CC(c1n[nH]c(=O)n1CCC(=O)O)n1cccn1 (configuration not stated)	18%
COc1cc(OC)cc(-c2nc3n(n2)C(c2ccccc2)C(C(N)=O)=C(C)N3)c1 (configuration not stated)	?
Cc1ccc(C)c(Cn2c(=O)cc(C)c3c(C)nn(-c4cccc(F)c4)c32)c1	i[5.79 µM]
COc1ccc(-c2cnc([C@@H]3COCCN3Cc3cccc(C#N)c3)[nH]2)cc1	?
COc1ccccc1-n1c(=O)c2c3c(sc2n(Cc2ccccc2F)c1=O)CN(C(C)=O)CC3	i
CN1C(=O)C2(CCN(C(=O)Cc3ccccc3Cl)C2)c2ccccc21 (configuration not stated)	3.2µM*
COCCOC1CCOC2(CCN(C(=O)c3ccco3)CC2)C1 (configuration not stated)	?
CCN1CCN(Cc2c(O)ccc3c(=O)c(Oc4ccccc4Cl)c(C(F)(F)F)oc23)CC1	0.25µM*
Cc1ccc(S(=O)(=O)c2cn(CC(=O)Nc3ccc4c(c3)OCO4)c3ccccc3c2=O)cc1C	?
CCCN(CC1CCOC1)S(=O)(=O)c1cc(C)ccc1C (configuration not stated)	14%[5.79 µM]
CCC(=O)NCC1Cn2cccc2C(=O)N1Cc1ccccc1 (configuration not stated)	-4%
O=C(Nc1ccc([C@H]2OCC(=O)N(C3CCOCC3)[C@@H]2CO)cc1)c1ccc(C(F)(F)F)cc1	7%
CN(C)C(=O)N1Cc2ccccc2OC2(CCN(C(=O)c3ccc(N)nc3)CC2)C1	11%
CC(C)C(=O)Nc1ccc2nc(SCC(=O)N3CCc4ccccc43)sc2c1	i
O=C(N[C@H]1CCN2C(=O)c3cc(-c4ccc(F)cc4F)ccc3NC(=O)[C@@H]2C1)c1cccs1	i

(next part)
mol	Pf Dd2 inh
Cc1ccc(Cl)cc1N1CCN(C(=O)c2cn(C)c3ccc(S(=O)(=O)N4CCCC4)cc3c2=O)CC1	?
Cc1ccc(N2CCN(S(=O)(=O)c3cc(Br)cc4c3N(C(=O)C3CC3)CC4)CC2C)cc1 (configuration not stated)	i
O=C(O)c1cc(-c2cccc(CO)c2)cc(S(=O)(=O)N2CCOCC2)c1	-5%
Cc1ccc(/C=C/c2nc3ccccc3n2S(=O)(=O)c2ccc(Br)cc2)cc1	5.6µM*
CCN(CC)C(=O)C[C@@H]1c2nc(NC(=O)c3ccc(OC)cc3)sc2C[C@@H]2[C@](C)(CO)[C@H](O)CC[C@]21C	?
CN(C)S(=O)(=O)N(CC(=O)NCCSCc1cccc(Cl)c1)c1ccccc1	18%
Cc1ccccc1N1Cc2c(NCC3CCCCCC3)ncnc2N(C)CC1=O	i
COc1ccccc1NC(=O)C(=O)NCC(c1ccc2c(c1)OCO2)N1CCOCC1 (configuration not stated)	-2%
CCc1noc(-c2ccn3c(CNC(=O)Cc4ccc(F)cc4)nnc3c2)n1	?
CCCCCn1c(=O)[nH]c2cc(C(=O)NCCN(C)CCCC)ccc2c1=O	i
O=C(c1cccs1)N1CCN(c2nnc3ccccn23)CC1	-12%
COc1ccccc1NC(=O)c1c(NC(=O)c2ccco2)sc2c1CCC(C(C)(C)C)C2 (configuration not stated)	-2%
CN(Cc1ccccc1)C(=O)[C@@H]1C[C@@H](c2ccc(F)cc2)N([S+](=O)([O-])c2ccccc2)C1	-1%
CCCCN(C)CCCNC(=O)Cn1ncc2c3ccccc3n(Cc3cc(C)ccc3C)c2c1=O	0.45µM*
O=C1CCN(C(=O)C2CCN(C(=O)COc3ccc(F)cc3)CC2)CCCCCCN1	14%
CCCc1oc2ccc(NS(=O)(=O)c3ccc(OCC)cc3)cc2c1C(=O)OCC	-13%
O=c1c2c(CO)c(-c3ccc(F)cc3)nn2ccn1Cc1cc(F)ccc1F	?
CCn1c2c(c(=O)n1Cc1ccccc1)CCN(C(=O)COc1ccccc1)C2	?
CCS(=O)(=O)Nc1ccc(-c2cn3c(C)csc3n2)cc1	?
Cc1nc(C)c(CC(=O)NC2CC(c3cc(=O)[nH]cn3)C2)s1 (configuration not stated)	-4%
CC(C)c1ccc2occ(CC(=O)Nc3ccccc3Cl)c2c1	-23%
